pAkt inh: Akt phosphorylation inhibition; Neuro2A IGF-stimulated pAkt S473 HTRF, 20 min; active compounds read low; activity change, % for hits at 50 µM; hit rate 0.32% among 360,000; AID 651550; in the data active = activity change below about -80%; inconclusive = mostly about -51% to -80%; note: % is set by controls: 0 for no effect and ±100 for the full control effect
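Single-point screen (50 µM final compound) in Neuro2A cells stimulated 20 min with 6 nM IGF at 37 deg C. After lysis, Ser473-phosphorylated Akt read by HTRF (ex 330 nm, em 615/665 nm) as the 665/615 ratio.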
PTHR1 agonist: agonists of human PTHR1 parathyroid hormone receptor; AID 743266; Potency, µM (series often up to 115 µM), for the others: at the highest dose activation, hits mostly activators; Q03431; hit rate 0.075% among 410,000; HEK293 GP2 PTHR1 cells, GloSensor cAMP luminescence, 1 h; note: potency is the fitted concentration of half-maximal effect; nearly all actives have a fitted effect of over 55% in size; some results filed as inactive show a strong effect at the top dose; inactives centre near -15; many of its hits are not listed in these tables
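HEK-293-derived GP2 cells expressing PTHR1 and a GloSensor cAMP reporter, 3,000/well, plated overnight, given luciferin plus IBMX (each 0.5 mM as added) for 1 h at 37 °C, then compound for 1 h at 37 °C. Luminescence was read after 15 min at room temperature.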
CCT modulator: cytosolic chaperonin activity modulation. purified chaperonin ATPase assay, HTRF ADP detection, 30 min. activity change, % (test concentration not listed), hits read low. hit rate 0.3% among 360,000; in the data active = activity change below about -30%; note: % is set by controls: 0 for no effect and ±100 for the full control effect
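We incubate TRiC, 40 or 20 nM final, with library compounds at 76 uM and 10 uM ATP for 30 min at 37 °C. ADP formed is detected with Transcreener HTRF reagents after 30 min at room temperature.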
EPAC2 antagonist: EPAC2 (human) antagonism | Q8WZA2 | hit rate 0.18% among 360,000 | EPAC2 GEF exchange of Rap1B-BODIPY-GDP, fluorescence | Potency, µM (series often up to 114 µM), for the others: at the top dose activity, negative = inhibition, hits mostly inhibitors | AID 720708; note: potency is the fitted concentration of half-maximal effect; % is set by controls: 0 for no effect and ±100 for the full control effect; nearly all actives have a fitted effect of over 45% in size; many of its hits are not listed in these tables
Target sequence (Q8WZA2 whole entry, looked up): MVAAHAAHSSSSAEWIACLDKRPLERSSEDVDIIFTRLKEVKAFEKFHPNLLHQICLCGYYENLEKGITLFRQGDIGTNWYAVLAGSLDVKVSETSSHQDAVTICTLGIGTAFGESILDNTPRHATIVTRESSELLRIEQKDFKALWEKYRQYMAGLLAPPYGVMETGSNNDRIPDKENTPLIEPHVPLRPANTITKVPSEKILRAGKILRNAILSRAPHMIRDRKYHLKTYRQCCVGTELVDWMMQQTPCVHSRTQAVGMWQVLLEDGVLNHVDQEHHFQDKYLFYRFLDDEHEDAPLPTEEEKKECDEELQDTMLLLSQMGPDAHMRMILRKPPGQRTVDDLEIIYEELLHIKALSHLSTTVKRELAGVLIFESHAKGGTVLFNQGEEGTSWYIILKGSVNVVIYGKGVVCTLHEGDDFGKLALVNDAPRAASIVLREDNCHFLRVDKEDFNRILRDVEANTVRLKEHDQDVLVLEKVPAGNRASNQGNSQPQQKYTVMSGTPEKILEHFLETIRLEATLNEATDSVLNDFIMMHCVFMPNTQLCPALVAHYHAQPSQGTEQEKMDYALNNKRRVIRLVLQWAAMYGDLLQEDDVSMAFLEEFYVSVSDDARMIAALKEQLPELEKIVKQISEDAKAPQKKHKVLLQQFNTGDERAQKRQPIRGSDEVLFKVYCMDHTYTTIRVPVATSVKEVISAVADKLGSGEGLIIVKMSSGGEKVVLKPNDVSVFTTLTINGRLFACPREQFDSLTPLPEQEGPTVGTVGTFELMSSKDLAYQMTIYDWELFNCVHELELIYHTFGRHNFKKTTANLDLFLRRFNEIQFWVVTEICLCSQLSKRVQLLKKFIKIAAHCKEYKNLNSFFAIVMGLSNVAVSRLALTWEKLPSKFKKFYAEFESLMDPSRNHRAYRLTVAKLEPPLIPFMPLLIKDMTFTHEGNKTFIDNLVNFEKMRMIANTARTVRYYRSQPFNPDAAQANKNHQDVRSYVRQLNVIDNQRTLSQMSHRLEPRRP
EPAC2 ag: agonists of human EPAC2 (RAPGEF4); Q8WZA2; EPAC2 activation, biochemical qHTS; response scale: 100% = 6.5 mM cAMP response; Potency, µM (doses to about 154 µM), without a hit: at the highest dose activation, usual class: activators; hit rate 0.079% among 360,000; note: potency is the fitted concentration of half-maximal effect; nearly all actives have a fitted effect of over 50% in size
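Exchange assay: 100 nM EPAC2 with 250 nM Rap1B-BODIPY-GDP and 50 uM GDP. Fluorescence (ex 480/em 540 nm) read every 5 min for 30 min at room temperature. Data normalized to 6.5 mM cAMP as agonist control.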
D3 antag: D3 dopamine receptor (human) antagonism; AID 652054; D3R cells, DiscoveRx beta-arrestin luminescence, antagonist mode; active compounds read low; P35462; hit rate 2.5% among 360,000; max response, negative = inhibition, %; in the data active = max response below about -50%; inconclusive = no clear call, values can overlap the other calls; note: % is set by controls: 0 for no effect and ±100 for the full control effect; mostly tested at two doses, the higher about 12 µM
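Cells expressing the human receptor were seeded at 1500 cells/well, incubated overnight at 37 degrees C in 5% CO2, then exposed to library compounds with dopamine controls for 90 minutes at 37 degrees C before luminescent detection.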
MmCpn inh: M. maripaludis TRiC chaperonin inhibition. purified Mm-Cpn ATPase, ADP Transcreener TR-FRET. Potency, µM (doses to about 76.9 µM), without a hit: top-dose activity, negative = inhibition, actives largely listed as inhibitors. hit rate 0.031% among 330,000. AID 504842; note: potency is the fitted concentration of half-maximal effect; % is set by controls: 0 for no effect and ±100 for the full control effect; nearly all actives have a fitted effect of over 80% in size
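25 nM Mm-CPN + cpd, 10 min 37°C; + 10 uM ATP, 30 min 37°C; buffer 30 mM Tris pH 7.4, 100 mM KCl, 5 mM MgCl2, 1 mM DTT; Transcreener ADP HTRF detection 30 min RT.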
DRD3 agonist: D3 dopamine receptor (human) agonism; D3R DiscoveRx beta-arrestin cells, luminescence, 90 min; hit rate 0.58% among 410,000; max activation, %; in the data active = max activation above about 30%; note: 0% is about no effect; mostly tested at two doses, the higher about 12 µM
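Cells at 1500/well, incubated overnight, then treated with pinned compounds (dopamine as control) for 90 min at 37 degrees C. DiscoveRx reagent added for 30 - 60 minutes at room temperature; luminescence read.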
* marks the source's active call; other numbers are inactive results; i = inactive; ? = inconclusive; . = not tested or not shown; & = joins results of further samples; [ ] = dose if it differs, or a comment. Unless noted, calls come from the whole dose curve; as a rule, active = well fitted curve in the direction sought with a large enough effect; inconclusive = small, poorly fitted or top-dose-only effect, or another doubt; inactive = no such curve, though single readings can be large; an effect the other way counts as inactive or inconclusive. An excerpt; count on the stated rates, not on these rows.

structure,pAkt inh,PTHR1 agonist,CCT modulator,EPAC2 antagonist,EPAC2 ag,D3 antag,MmCpn inh,DRD3 agonist
O=C(CN1C(=O)C2CC=CCC2C1=O)Nc1ccccc1N1CCCC1 (stereo not drawn),i,i,1.0,8%,5%,15,0%,6
O=C(C1CCCN(Cc2ccccc2C(F)(F)F)C1)N1CCCCC1 (stereo not drawn),i,i,0.9,3%,1%,-88*,0%,1
O=C(NCCNC(=O)c1ccccc1Br)c1ccccc1Br,i,i,-2.8,-6%,9%,-1,2%,5
O=[N+]([O-])c1cccc(S(=O)(=O)N2CCCC2)c1,i,-20%,-0.8,14%,-5%,24,-1%,-10
CC(=O)N1N=C(c2ccc(C)o2)CC1c1cccc(F)c1 (stereo not drawn),i,i,0.9,-21%,9%,-7,-1%,-5
CC(C)n1nnnc1C1c2ccccc2C(=O)N1Cc1cccc(F)c1 (stereo not drawn),i,i,0.5,-14%,5%,1,.,0
C[C@@H]1CCCCO[C@H](CN(C)C(=O)Nc2cccc3ccccc23)[C@@H](C)CN([C@H](C)CO)C(=O)c2cc(N(C)C)ccc2O1,i,i,-0.8,1%,-13%,-14,.,1
O=C1c2ccccc2C(=O)N1CCCCCc1nc(-c2ccccc2)no1,i,-18%[57.5 µM],-2.3,1%[57.1 µM],-14%,18,0%,-4
O=C1CC(c2ccccc2)Sc2nc3ccccc3n21 (stereo not drawn),i,-90%[inhibitor],2.1,1%,2%,17,3%,1
COc1cc2c(N3CCOCC3)cc(O)c(CC(=O)Nc3ccccc3)c2cc1OC,i,?,-0.5,8%,-4%,8,-2%,-1
O=C(O)COc1ccccc1/C=N/NC(=O)CSc1nnc(-c2ccc(Cl)cc2)n1C1CCCCC1,i,i,-0.6,-2%,0%,0,-1%,1
CCC(C)N(C(=O)Cn1nc(C)c([N+](=O)[O-])c1C)C1CCS(=O)(=O)C1 (stereo not drawn),i,4%,1.2,13%,12%,7,2%,-9
COc1ccc(C(N)c2csc(Nc3ccc(C(F)(F)F)cn3)n2)cc1 (stereo not drawn),i,-27%,-1.4,-4%,15%,0,.,-6
COC(=O)[C@H]1C[C@H](OC(=O)NCc2ccccc2F)[C@@]2(O)CN(S(=O)(=O)c3ccc(C)cc3)CC2[C@H]1C(=O)OC (stereo partly drawn),i,-5%,2.0,-1%,-5%,19,.,0
CN(C)c1ccc(NC(=O)Nc2cccc3ccccc23)cc1,i,-22%,-1.4,-1%,4%,-5,0%,0
CCCCC(=O)Nc1ccc2oc(-c3ccncc3)nc2c1,i,i,-1.0,-1%,7%,44,-2%,1
COc1ccc(C(=O)NNC(=O)CCn2nnc(-c3ccc(C)cc3)n2)cc1OC,i,i,2.6,2%,7%,0,0%,-1
COc1ccc(C2C3=C(CCCC3=O)Nc3nc(-c4cc(OC)c(OC)c(OC)c4)nn32)cc1OC (stereo not drawn),i,i,-7.6,-2%,11%,6,-2%,29
CC(=O)NC(CC(=O)NNC(=O)c1cccs1)c1ccccc1 (stereo not drawn),i,i,-0.6,-5%,7%,1,1%,2
O=C(c1ccc([N+](=O)[O-])s1)N1CCc2ccccc2C1,i,i,-1.8,0%,4%,-13,2%,-9
Cc1ccccc1C1CC(=O)NC2=C1C(=O)CCC2 (stereo not drawn),i,i,0.2,-1%,-3%,0,-3%,4
CCOC(=O)C1=C(C)N(C)C(C)=C(C(=O)OCC)C1c1ccc(C(=O)OC)cc1,i,-9%,-1.3,-18%,-1%,-6,-1%,-3
O=C(CSc1nc2ccc(Cl)cc2[nH]1)NC1CCCc2ccccc21 (stereo not drawn),i,-31%[inhibitor],-1.3,-2%,-5%,36,-1%,-3
CN(C)S(=O)(=O)c1cccc(C(=O)C2=C3SC=C(c4ccccc4)N3CC2)c1,i,-9%,-3.1,11%,-4%,-12,-5%,5
Cc1ccc(NC(=O)NCC2CCN(Cc3cc(C)ccc3Cl)CC2)c(C)c1,i,20%,0.7,30%[activator],1%,-13,1%,-16
CNC(=S)NNC(=O)c1ccccc1Cl,i,-12%,0.7,9%,2%,7,1%,-4
COC(=O)[C@@]1(Sc2ccccc2)CC(=O)N[C@@H]1c1ccccc1,i,i,0.2,6%,1%,16,.,2
CCS(=O)(=O)N1CCCC(C(=O)NCCN(C)Cc2ccccc2)C1 (stereo not drawn),i,-12%[57.5 µM],-2.7,12%,4%,6,0%,-15
Cc1ccc(-c2csc(/C=C3/SC(C)C(=O)N3CC(=O)Nc3ccccc3F)n2)cc1 (stereo not drawn),i,-10%,-0.4,4%,8%,7,.,0
O=C(Nc1cc(C(F)(F)F)ccc1-n1cncn1)c1ccc(-c2ccccc2)cc1,i,i,1.0,-4%,-3%,23,1%,4
O=C(Cn1[nH]c(=O)c2ccccc2c1=O)OCC(=O)c1ccccc1Cl,i,i,-12,-3%,-5%,-3,2%,-8
CN(C)CCCN(C(=O)c1cc(-c2cccs2)nc2ccccc12)c1nc2c(F)cccc2s1,i,i,0.7,6%,13%,-1,-4%,-16
Cc1ccc(OC(C)C(=O)Nc2ccc(Cl)cn2)c([N+](=O)[O-])n1 (stereo not drawn),i,-12%,-2.2,-20%,7%,-20,1%,6
CCN(CC)C(=O)COC(=O)c1cc(-c2ccc(OC)cc2)nc2ccccc12,i,-2%[57.5 µM],-1.2,-11%,21%,22,-4%,3
CCOC(=O)c1cccnc1NC(=O)c1ccncc1,i,-20%,0.4,10%,9%,2,-2%,-2
CC(C)CCNC(=O)C(c1ccc(O)cc1)N(Cc1ccco1)C(=O)CCC(=O)Nc1nccs1 (stereo not drawn),i,-17%,-1.8,4%,8%,4,0%,2
N#Cc1c(NCCN)nc(-c2ccccc2)c2c1CCCC2,i,-25%,-1.1,-2%,1%,-13,-1%,-2
O=C(OC(C(=O)NCc1ccccc1)c1ccccc1F)c1ccco1 (stereo not drawn),i,-2%,-0.3,5%,8%,4,-3%,3
O=S1(=O)N=C(N2CCCC2)c2ccccc21,i,-28%,-1.1,-1%,6%,12,3%,14
O=C(CCNC(=O)N1CCn2c1nc1ccccc12)NCc1ccccc1Cl,i,-64%[inhibitor],-0.9,-6%,8%,-16,-1%,-1
Cc1ccc(NC(=O)CSc2nc(NS(=O)(=O)c3ccccc3)cc(=O)[nH]2)cc1,i,-3%,-0.5,3%,1%,10,-1%,2
CC(OC(=O)c1ccc(Cl)c(S(=O)(=O)N2CCOCC2)c1)C(=O)NC1CCCCC1C (stereo not drawn),i,i,0.3,-1%,-4%,17,1%,1
Cc1ccccc1S(=O)(=O)N1[C@@H](c2ccccc2)C(C(=O)O)=CC[C@H]1c1ccc(Cl)cc1,i,-7%,0.6,9%,0%,-56*,1%,-30
O=S(=O)(c1ccc(SCCOc2ccccc2Cl)nc1)N1CCCC1,i,-66%[inhibitor],-0.7,2%,17%,-29,-7%,-6
CCC(C)[C@H](NC(=O)N1CCn2c1nc1ccccc12)C(=O)NCc1ccccc1 (stereo partly drawn),i,i,0.2,-19%,3%,-5,0%,-8
NC(=O)C1(N2CCCCC2)CCN(c2ccc3nnc(-c4ccccc4)n3n2)CC1,i,?,-1.9,-1%,11%,-25,1%,3
C=CCOn1c(=O)c(-c2ccc(Cl)cc2)[n+]([O-])c2ccccc21,i,i,-2.6,6%,2%,-8,0%,0
CCC(C)Sc1cc(-c2nc3cc(C)ccn3c2NC2CCCCC2)ccc1OC (stereo not drawn),i,-44%&-55%[inhibitor],-1.4&0.6,-24%&-5%,-1%&15%,31&-15,0%,5&-4
Cc1ccc(NC(=S)Nc2ccc3[nH]c(=O)[nH]c3c2)cc1,i,i,-1.3,3%,5%,9,-1%,11
CCNC(=O)CN1c2cccc3cccc(c23)S1(=O)=O,i,i,1.1,7%,3%,-4,0%,1

Reformatted: 3 of the compounds above
Under each structure – pAkt inh	PTHR1 agonist	CCT modulator	EPAC2 antagonist	EPAC2 ag	D3 antag	MmCpn inh	DRD3 agonist
O=S1(=O)N=C(N2CCCC2)c2ccccc21
    i	-28%	-1.1	-1%	6%	12	3%	14
O=C(CCNC(=O)N1CCn2c1nc1ccccc12)NCc1ccccc1Cl
    i	-64%[inhibitor]	-0.9	-6%	8%	-16	-1%	-1
Cc1ccc(NC(=O)CSc2nc(NS(=O)(=O)c3ccccc3)cc(=O)[nH]2)cc1
    i	-3%	-0.5	3%	1%	10	-1%	2

Next section:
structure,pAkt inh,PTHR1 agonist,CCT modulator,EPAC2 antagonist,EPAC2 ag,D3 antag,MmCpn inh,DRD3 agonist
CC[C@]12c3[nH]c4cc(CCC(=O)N(C)C)ccc4c3CCN1C(=O)[C@@H](CC(=O)NCc1ccco1)C[C@@H]2C(=O)N1CCN(C(=O)c2ccco2)CC1,i,28%,-0.3,-6%,3%,27,0%,11
COCCN1C(=O)/C(=C/c2ccc(N3CCCC3)cc2)SC1=S,i,-5%,-2.3,2%,20µM*,-8,-1%,0
O=Cc1ccc(OC(=O)CCCCC(=O)Oc2ccc(C=O)cc2)cc1,i,i,1.8,-10%,-2%,17,0%,-1
CCNC(=O)N1CCN(S(=O)(=O)c2ccc3c(c2)OCCCO3)CC1,i,-16%,-0.3,-6%,0%,8,-1%,3
Nc1cc(Cl)ccc1Oc1ccc(Cl)cc1,i,-1%,-10,-3%,23%,-21,-4%,-17
COc1ccc(-n2c(=O)c3ccccc3n(CC(=O)NCC3CCCO3)c2=O)cc1 (stereo not drawn),i,-7%,0.0,10%,2%,9,1%,-18
CCOC(=O)C1=C(COC(=O)CCOc2cc(C)ccc2C)NC(=O)NC1C (stereo not drawn),i,i,-2.6,-3%,8%,8,-3%,-1
Cc1cccc(NC(=S)N(c2ccccc2)C(C)C)c1C,i,i,-1.5,0%,3%,15,1%,2
CN(CC(=O)Nc1ccc(F)cc1)C(=O)COC(=O)C1CCN(c2ccc(C(F)(F)F)cn2)CC1,i,-26%,2.8,-17%,0%,0,3%,4
COc1ccc([N+](=O)[O-])cc1NCc1c(F)cccc1F,i,-30%[inhibitor],-0.8,0%,2%,14,.,-4
